Growth percent in the NCI-60 one-dose screen (48 h, 10 µM unless noted): 100 = growth as untreated, 0 = no growth, -100 = all killed.
NCI-H23 – NCI-H23 lung cancer; 80,000 compounds, 4% hits; AID 1794731
IGROV1 – IGROV1 ovarian cancer. 79,000 compounds, 4.7% hits
NCI-H322M – NCI-H322M lung cancer; 80,000 compounds, 2.7% hits; AID 1794733
NCI-H522 – NCI-H522 lung cancer. 78,000 compounds, 8% hits
COLO 205 – COLO 205 colon cancer; AID 1794742; 79,000 compounds, 7.3% hits
SK-OV-3 – SK-OV-3 ovarian cancer cells; 80,000 compounds, 3.2% hits; AID 1794785
NCI-H226 – NCI-H226 lung cancer; 79,000 compounds, 3.5% hits; AID 1794732
NCI/ADR-RES – NCI/ADR-RES ovarian cells; 81,000 compounds, 4.4% hits; AID 1794790
NCI-H460 – NCI-H460 lung cancer; 82,000 compounds, 6.8% hits
* marks the source's active call; other numbers are inactive results; x = no result given; & = joins results of further samples. The calls were made as follows: active = growth percent below 10; inactive = the rest. Hits appear at their usual frequency; any-hit rate near 11%.

The opening two entries as a preview:
SMILES	NCI-H23	IGROV1	NCI-H322M	NCI-H522	COLO 205	SK-OV-3	NCI-H226	NCI/ADR-RES	NCI-H460
COc1ccc(S(=O)(=O)NC2C(O)C3(C)c4ccccc4C2(C)c2ccccc23)cc1OC (centres undefined)	101	98	96	96	111	114	65	97	101
Cn1nc(N)c2cc([C@@H]3Nc4ccc5[nH]ncc5c4[C@H]4C5CCC(C5)[C@@H]34)ccc21 (some centres undefined)	27	27	49	18	2.5*	42	31	3.1*	2.7*

Results, from the start:
SMILES	NCI-H23	IGROV1	NCI-H322M	NCI-H522	COLO 205	SK-OV-3	NCI-H226	NCI/ADR-RES	NCI-H460
COc1ccc(S(=O)(=O)NC2C(O)C3(C)c4ccccc4C2(C)c2ccccc23)cc1OC (centres undefined)	101	98	96	96	111	114	65	97	101
Cn1nc(N)c2cc([C@@H]3Nc4ccc5[nH]ncc5c4[C@H]4C5CCC(C5)[C@@H]34)ccc21 (some centres undefined)	27	27	49	18	2.5*	42	31	3.1*	2.7*
CC/C(=C(\c1ccc(OCCN2CCCCCCC2)cc1)c1ccc(OC(=O)C2CCCCC2)cc1)c1ccc(Cl)cc1	99	103	81	89	123	111	100	105	106
O=S(=O)(Nc1ccccn1)c1ccc(N=Nc2ccc(O)c3ncccc23)cc1	15	-1.6*	-12*	-22*	108	-7.2*	21	14	5.5*
COc1ccc(-c2cc(-c3ccccc3)nc(NCCNc3ccnc4cc(Cl)ccc34)n2)cc1	-77*	-74*	-81*	-62*	-81*	x	-38*	-72*	-60*
O/N=C/c1ccc(O)cc1O	105	117	117	86	111	103	108	104	109
COc1cc2c(=O)ccn(-c3ccc(N(C)C)cc3)c2cc1OC	97	100	97	79	116	114	90	93	109
O=C1/C(=C/c2ccc(Cl)cc2)SC(=S)N1C1c2ccccc2Oc2ccccc21	89	90	89	12	91	90	75	87	104
C=CC(=O)Nc1ccccc1	100	107	113	99	106	109	107	101	106
CN(C)Cc1ccc(NC(=O)c2cncc(C#Cc3cnc(N)c4ncccc34)c2)cc1F	78	100	109	100	50	112	130	57	67
CCOC(=O)CCCCc1ccc(C(C)=O)cc1	99	111	x	96	112	106	96	102	103
COc1ccccc1CCC(=O)N[C@@H]1CCCN(c2ccc(C(F)(F)F)cn2)C1	101	101	104	57	113	83	91	104	102
O=C(NS(=O)(=O)c1ccc2ccccc2c1)n1ccc2cccnc21	98	101	103	95	119	104	99	93	109
CCN(CC)CC(O)CNc1c(C)cccc1C (centres undefined)	100	95	90	74	101	91	107	109	108
CN(C)CCN(C)C(=O)C(c1ccccc1)C1CCCCC1 (centres undefined)	99	x	121	91	103	112	91	87	106
CC(=O)c1c(N)c(C#N)cn1-c1cc(Cl)cc(Cl)c1	x	89	101	81	99	92	79	107	109
O=S(=O)(NCCNc1nccc(-c2c(-c3ccc(F)c(O)c3)nc3sccn23)n1)c1ccc(F)cc1	37	12	48	29	26	36	84	93	22
O=C1N2CN(CC3CC3)CN3C(=S)N4CN(CC5CC5)CN1C4C23 (centres undefined)	83	110	96	86	115	89	99	96	101
O=C1C=C(C(O)c2ccc(O)cc2)C(=O)c2ccccc21 (centres undefined)	89	86	95	93	100	86	112	105	107
CN1C(=O)N(C)C2SC(N/N=C/c3ccc(F)cc3)=NC21 (centres undefined)	63	46	97	15	46	62	76	13	33

Some of the entries so far, in markdown:
| structure | NCI-H23 | IGROV1 | NCI-H322M | NCI-H522 | COLO 205 | SK-OV-3 | NCI-H226 | NCI/ADR-RES | NCI-H460 |
| --- | --- | --- | --- | --- | --- | --- | --- | --- | --- |
| CC(=O)c1c(N)c(C#N)cn1-c1cc(Cl)cc(Cl)c1 | x | 89 | 101 | 81 | 99 | 92 | 79 | 107 | 109 |
| CN(C)CCN(C)C(=O)C(c1ccccc1)C1CCCCC1 (centres undefined) | 99 | x | 121 | 91 | 103 | 112 | 91 | 87 | 106 |
| O=C1N2CN(CC3CC3)CN3C(=S)N4CN(CC5CC5)CN1C4C23 (centres undefined) | 83 | 110 | 96 | 86 | 115 | 89 | 99 | 96 | 101 |

The listing continues:
SMILES	NCI-H23	IGROV1	NCI-H322M	NCI-H522	COLO 205	SK-OV-3	NCI-H226	NCI/ADR-RES	NCI-H460
CNS(=O)(=O)Oc1ccc(-c2ccc3occc3c2)cc1	95	100	x	84	111	111	94	102	104
Nc1c[nH]c2ccccc12	83	x	101	94	109	91	80	97	x
Cc1nnc2nc(-c3ccc(Cl)cc3)cc(-c3ccco3)n12	108	x	101	87	116	94	84	109	100
O=C(O)c1cc(NCc2ccccc2Cl)ccc1N1CCOCC1	92	105	104	87	103	98	97	93	108
CCCCn1cnc2c(=S)nc[nH]c21	101	x	117	108	100	x	113	103	97
O=C(O)c1cc(-c2ccccc2)ccc1O	99	108	94	86	109	95	88	102	108
CCOC(=O)c1nn(-c2ccccc2)cc1/C=C1\SC(=S)N(CCc2ccccc2)C1=O	90	94	94	84	102	95	94	95	107
CC(=O)c1c(C)nc(SCC(=O)Nc2cccc(O)c2)n1-c1ccc(Cl)cc1	94	99	91	84	118	104	107	99	95
O=C(CSc1nc(-c2ccccc2)cc(=O)[nH]1)Nc1nc(-c2ccc(Cl)cc2)cs1	95	97	103	89	114	96	96	101	107
CC(=O)C1=CC=C(c2cc3cc(Br)ccc3oc2=O)NC1C(F)(F)F (centres undefined)	104	109	104	88	134	100	81	91	85
CC[C@H](Nc1ncnc(N)c1C(N)=O)c1nc2cccc(NCc3ccc(C(=O)NO)cc3)c2c(=O)n1-c1ccccc1	92	71	87	36	78	92	102	106	79
O=C(CSc1ccc(Cl)cc1)Nc1ccccc1	102&98	106&99	98&92	75&68	108&115	105&97	96	104&103	107&98
c1ccc(Nc2cc(-c3cccnc3)[nH]n2)cc1	105	96	96	89	106	93	94	105	111
Cc1cc(C)n(C(=O)COc2ccc3c(C)c(Cc4ccccc4)c(=O)oc3c2C)n1	100	111	99	88	x	113	96	107	106
CN(Cc1cnc2nc(N)nc(N)c2n1)c1c(Cl)cc(C(=O)NC(CCC(=O)O)C(=O)O)cc1Br (centres undefined)	22	47	60	48	34	43	41	37	16
O=[N+]([O-])c1ccc(Nc2ccncc2)cc1	100	112	90	84	106	96	101	100	108
CC(C)Sc1nc(-c2ccccc2)c(C#N)c(N2CCOCC2)n1	65	5.1*	38	83	74	87	55	71	42
Cc1ccc(-c2nnc3ccc(N/N=C/c4ccccc4)nn23)cc1	60	99	91	105	98	100	98	84	68
COc1ccc(CC(=O)O)cc1	106	x	104	79	114	110	104	114	117
CCCCCn1c(=O)c2c(nc(NCCc3ccc(OC)c(OC)c3)n2C)n(C)c1=O	93	95	92	82	x	101	102	89	100
COc1ccc2cc(-c3cc4c(oc3=O)-c3ccccc3OC4O)c(=O)oc2c1 (centres undefined)	52	58	89	60	84	61	70	59	57
COc1cccc(/C=C/C(=O)c2sc(Nc3ccc(O)cc3)nc2C)c1	92	88	93	25	115	103	107	99	105
C=CC(=O)N[C@@H](CO)Cc1ccc(-c2cc(F)cc(C(N)=O)c2)cc1	95	91	93	93	110	101	67	100	101
CO/N=C(/C(=O)NC1C(=O)N2C(C(=O)O)=C(COC(N)=O)CSC12)c1ccco1 (centres undefined)	107	109	100	99	114	114	109	110	118
Cc1cccc(CN(Nc2ccccc2)c2ccccc2)n1	104	127	97	103	111	104	103	102	101
COC(=O)c1ccc(NC(=S)N2CCc3ccc([N+](=O)[O-])cc3C2)cc1O	x	99	101	99	105	98	100	107	114
O=C(O)c1cccc2c1-c1ccccc1C(Br)C2Br (centres undefined)	100	118	126	99	134	114	121	109	118
CCN(Cc1ccc(S(=O)(=O)O)cc1)c1cccc(C)c1	98	106	121	85	x	97	92	104	106
O=C1OCC/C1=C\NCCCCCCCCN/C=C1\CCOC1=O	97	103	103	96	119	x	102	102	106
Cc1ccc(-c2cc(C=C3C(=O)NC(=O)NC3=O)nn2-c2ccccc2)cc1	93	90	96	96	105	103	96	99	105
Cn1c(=O)c2[nH]c(CN3CCCCC3)nc2n(C)c1=O	91	107	114	x	101	108	108	99	101
CCC[n+]1ccc(SCC(=O)n2ccc3ccccc32)c2ccccc21	87	80	98	92	107	98	84	106	98
C=C1SC(=Nc2cccc(OC)c2)N(c2nc(Cl)nc(Cl)n2)C1(C)C	101	111	110	92	109	106	105	103	109
O=C1N=c2cc3c(cc2=C/C1=C/c1sc(=S)n(CCc2ccc(O)cc2)c1O)OCO3	93	99	110	85	102	104	103	101	102
C#CC[C@@H]1C[C@]2(C)[C@H]3CC[C@@H]4[C@H]5C(C(=C)C)CC[C@]5(C(=O)NCCCCCCCCN)CC[C@@]4(C)[C@]3(C)CC[C@H]2C(C)(C)[C@H]1OC(C)=O (some centres undefined)	97	86	101	88	86	124	96	94	16
NC(=O)CC[n+]1ccc(C(=O)O)cc1	95	85	94	89	109	103	87	103	103
Cc1ccc(NC(=O)NNC(=O)CSC2CCc3ccccc32)c(C)c1 (centres undefined)	99	98	100	95	111	100	x	102	100
O=C(NNC(=O)c1ccc2ccccc2c1)c1ccc(Cl)c(Cl)c1	105	132	129	x	114	105	113	103	106
CC(=O)C[n+]1cc2ccccc2c2ccccc21	109	112	102	108	138	152	97	111	115
O=C1NC(=NC(=O)c2ccccc2)S/C1=C/c1cccs1	96	105	94	89	99	90	98	104	98
C(=N\N=C\c1c[nH]c2ccccc12)/c1c[nH]c2ccccc12	89&95	100&97	95&96	77&81	105&106	103&97	96	99&109	106&108
Cc1cc(OCC(=O)O)ccc1Cl	96	x	88	88	110	96	106	108	115
CC1=Nc2cc(C)c(C)cc2NC(=O)C1	116	117	126	89	109	103	105	106	107
O=C(Nc1ccc2cc3ccc(NC(=O)NC4CCCCC4)cc3nc2c1)NC1CCCCC1	87	100	104	103	100	95	98	106	103
C/C(=N/N)c1ccc([N+](=O)[O-])cc1	94	111	104	98	110	116	91	99	102
COc1ccc2cc(CCO)ccc2c1	95	100	107	91	109	98	92	100	108
CO[C@H]1CC[C@@]2(C)C(=CC[C@H]3[C@@H]4CC[C@H]([C@H](C)CCCC(C)C)[C@@]4(C)CC[C@@H]32)C1	106	x	109	102	107	93	104	100	101
CC[N+](C)(CC)CCOc1ccc(OCC[N+](C)(CC)CC)c2c1C(=O)c1ccccc1C2=O	93	102	x	86	112	99	87	102	85
CN(C)CCc1c[nH]c2ccc(Cn3cncn3)cc12	99	106	93	100	105	109	96	104	114
CCCCn1c(=O)c(/C=C/C(=O)/C=C/c2ccc3c(c2)OCO3)cc2ccc(Cl)cc21	101	95	88	82	113	105	99	105	111
Cc1ccc(C(F)(F)F)cc1N1CCN(C(=O)[C@@H]2C[C@@H]2c2ccc(C(F)(F)F)nc2)CC1	99	82	107	73	114	102	87	88	108
Cc1ccc2nc(SCc3cc(=O)oc4ccc(C)cc34)[nH]c2c1	98	98	97	90	108	109	97	99	100
CCOC(=O)CCn1cnc(N)n1	90	102	91	94	113	109	102	96	106
Cc1ccc(NCN2C(=O)c3ccccc3C2=O)c(C)n1	112	112	103	112	112	113	103	106	111
N#Cc1c(N)nc(N)nc1Nc1ccc(Br)cc1	102	47	90	71	135	108	84	104	97
C=C1C(=O)O[C@H]2[C@H]1CC/C(COC(=O)/C=C\C(=O)NCc1ccc(Cn3c(=O)sn(CCCCC)c3=O)cc1)=C\CC[C@@]1(C)O[C@@H]21	87	58	101	-7.8*	19	111	104	99	98
CC(C)(C)C(S)CS (centres undefined)	101	101	97	107	102	104	97	102	106
O=C(Nc1ccc(Cl)cc1)Oc1ccc(Cl)cc1C(=O)c1ccccc1	101	106	87	84	107	118	88	103	88
Cc1c(C(=O)NO)sc2ncnc(Nc3ccc(NC(=S)Nc4ccccc4)cc3)c12	97	112	107	92	113	121	104	100	102
O=C(O)/C=C/C(=O)Nc1ccccc1[N+](=O)[O-]	116	109	93	x	107	117	115	109	107

Whole records as entered above:
Listed for `O=[N+]([O-])c1ccc(Nc2ccncc2)cc1` = NCI-H23 = 100; IGROV1 = 112; NCI-H322M = 90; NCI-H522 = 84; COLO 205 = 106; SK-OV-3 = 96; NCI-H226 = 101; NCI/ADR-RES = 100; NCI-H460 = 108
Listed for `NC(=O)CC[n+]1ccc(C(=O)O)cc1` = NCI-H23 = 95; IGROV1 = 85; NCI-H322M = 94; NCI-H522 = 89; COLO 205 = 109; SK-OV-3 = 103; NCI-H226 = 87; NCI/ADR-RES = 103; NCI-H460 = 103

The list goes on:
SMILES	NCI-H23	IGROV1	NCI-H322M	NCI-H522	COLO 205	SK-OV-3	NCI-H226	NCI/ADR-RES	NCI-H460
COC(=O)[C@]1(CCSC)N[C@H](c2cn(-c3ccccc3)nc2-c2ccccc2)[C@@H]2C(=O)N(c3ccc(C)cc3)C(=O)[C@@H]21	98	102	97	77	x	105	108	99	111
S=c1nc2oc(-c3ccccc3)c(-c3ccccc3)c2c(/N=C\c2ccc(Cl)cc2)[nH]1	90	92	89	97	128	110	100	103	110
O=C(CSc1nc2ccccc2c(=O)n1CCc1ccccc1)Oc1ccc(Cl)cc1	91	85	94	96	99	102	87	90	109
O=c1oc2c3ccccc3nn2c2ccccc12	92	103	101	100	113	105	100	102	104
c1ccc(CC[n+]2ccc3ccccc3c2)cc1	89	99	101	82	88	100	91	103	104
Cc1c(COc2ccc(-c3cnco3)cc2)c(C)c(COc2ccc(-c3cnco3)cc2)c(C)c1COc1ccc(-c2cnco2)cc1	99	99	106	68	107	x	82	104	103
NC(=O)OCCOCCOC(N)=O	102	104	103	102	103	96	94	105	107
CC1=C(C(=O)/C=C/c2ccccc2O)C(c2ccccc2)NC(=S)N1 (centres undefined)	102	86	96	87	121	103	84	104	103
Cc1ccccc1C(=O)Oc1ccc(Br)cc1	94	102	105	89	110	96	96	112	106
Cc1cccc(C(=O)O)n1	123	72	108	91	114	119	94	107	105

Source: PubChem
